PGK inhibitor = blocks T. brucei phosphoglycerate kinase; PGK/GAPDH coupled, Kinase-Glo luminescence, 60 min; 380,000 compounds, 0.043% hits; P07378; Potency, µM (highest dose often 57.5 µM), without a hit: top-dose activity change, negative = inhibition, hits mostly inhibitors; also: % is scaled to controls: 0 for no effect and ±100 for the full control effect; nearly all actives have a fitted effect of over 60% in size
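Luminescent ATP detection (Kinase-Glo Plus) follows a 60-minute room-temperature incubation, with wells lacking PGK as controls. Buffer: 100 mM TEA (pH 7.6), 5 mM MgCl2, 0.01% Tween-20. Coupling enzyme GAPDH (100 nM final) supplies unstable 1,3-BPG in-well.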
JMJD2A Tudor inh = JMJD2A Tudor domain (human) inhibition; O75164; AlphaScreen JMJD2A-Tudor / H3K4me3 peptide binding; Potency, µM (doses to about 114 µM), for the others: at the highest dose activity change, negative = inhibition, most hits filed as inhibitors; 390,000 compounds, 4.4% hits; also: % is scaled to controls: 0 for no effect and ±100 for the full control effect; nearly all actives have a fitted effect of over 50% in size
Target sequence (O75164 whole entry, looked up, the tested form may be a part): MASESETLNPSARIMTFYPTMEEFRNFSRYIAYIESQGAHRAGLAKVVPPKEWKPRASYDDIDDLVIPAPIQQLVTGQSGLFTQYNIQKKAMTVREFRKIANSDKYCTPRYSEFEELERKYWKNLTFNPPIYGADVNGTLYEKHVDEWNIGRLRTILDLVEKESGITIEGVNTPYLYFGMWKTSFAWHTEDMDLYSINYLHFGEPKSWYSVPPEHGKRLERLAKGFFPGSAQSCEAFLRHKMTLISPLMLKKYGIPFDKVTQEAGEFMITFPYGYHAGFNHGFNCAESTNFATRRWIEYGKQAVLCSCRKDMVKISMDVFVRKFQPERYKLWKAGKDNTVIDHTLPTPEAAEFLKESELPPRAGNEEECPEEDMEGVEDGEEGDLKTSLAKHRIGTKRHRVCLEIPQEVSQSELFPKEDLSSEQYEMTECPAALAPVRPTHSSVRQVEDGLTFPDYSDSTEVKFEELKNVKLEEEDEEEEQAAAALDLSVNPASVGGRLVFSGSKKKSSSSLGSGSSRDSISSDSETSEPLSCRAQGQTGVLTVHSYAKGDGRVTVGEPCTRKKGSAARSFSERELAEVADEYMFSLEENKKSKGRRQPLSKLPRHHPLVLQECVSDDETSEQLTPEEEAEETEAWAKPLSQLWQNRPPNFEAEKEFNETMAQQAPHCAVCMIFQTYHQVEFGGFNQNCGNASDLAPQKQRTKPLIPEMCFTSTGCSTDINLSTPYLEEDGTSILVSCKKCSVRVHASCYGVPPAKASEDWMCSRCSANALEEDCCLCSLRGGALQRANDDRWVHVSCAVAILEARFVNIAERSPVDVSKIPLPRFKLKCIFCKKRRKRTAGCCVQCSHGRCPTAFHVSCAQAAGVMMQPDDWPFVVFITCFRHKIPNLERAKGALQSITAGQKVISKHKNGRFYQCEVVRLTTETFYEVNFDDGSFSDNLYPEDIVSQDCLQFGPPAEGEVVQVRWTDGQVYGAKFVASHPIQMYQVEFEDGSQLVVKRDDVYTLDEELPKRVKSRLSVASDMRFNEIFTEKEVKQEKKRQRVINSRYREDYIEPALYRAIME
RGS4 inhibitor = human RGS4 inhibition; P49798; Transcreener GDP fluorescence polarization, RGS4-accelerated GTP hydrolysis; Potency, µM (series often up to 114 µM), without a hit: at the top dose activity change, negative = inhibition, hits mostly inhibitors; 390,000 compounds, 0.039% hits; AID 504845; also: % is scaled to controls: 0 for no effect and ±100 for the full control effect; nearly all actives have a fitted effect of over 75% in size; some results filed as inactive show a strong effect at the top dose
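MLSMR compounds (23 nl, pin-transferred) preincubated 10 min at room temperature with a 500nM (2x) first reagent, then RGS4 at 900nM (2x) plus Transcreener GDP mix added; fluorescence polarization (620/688 nm) read before and after 90 min at 30 °C.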
ALOX12 inh = ALOX12 (human) lipoxygenase inhibition; purified 12hLO, xylenol orange hydroperoxide absorbance; AID 1671190; P18054; Potency, µM (doses to about 108 µM), for the others: at the highest dose activity change, negative = inhibition, most hits filed as inhibitors; 580,000 compounds, 1.1% hits; also: % is scaled to controls: 0 for no effect and ±100 for the full control effect
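Purified human 12hLO (150 nM final) in 25 mM Hepes, 0.01% Triton X-100, pH 7.0 was preincubated 15 min at room temperature with compound. Then 40 uM arachidonic acid was added, 30 min. Hydroperoxide was read by Fe-XO absorbance ratio 573/405 nm.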
HP1b chromo inh = inhibitors of HP1-beta chromodomain binding to methylated histone tails. P83916. AlphaScreen HP1-beta / biotin-H3K9me3 peptide binding. Potency, µM (doses to about 114 µM), for the others: at the top dose activity change, negative = inhibition, hits mostly inhibitors. 390,000 compounds, 0.56% hits; also: nearly all actives have a fitted effect of over 70% in size; inactives centre near 23
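AlphaScreen: HP1-beta (50 nM) preformed 30 min with biotin-H3(1-18)K9me3 peptide (50 nM) in PBS pH 7.4, 0.01% Tween-20. Compound added for 30 min at RT, then streptavidin donor/nickel chelate acceptor beads (10 ug/mL) for 30 min.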
rTrxR1 inhibitor = blocks rat thioredoxin reductase 1 | recombinant rTrxR1, NADPH fluorescence consumption, selenite substrate | Potency, µM (doses to about 114 µM), for inactives: top-dose activity change, negative = inhibition, usual class: inhibitors | 390,000 compounds, 1% hits | AID 588453; also: % is scaled to controls: 0 for no effect and ±100 for the full control effect; nearly all actives have a fitted effect of over 65% in size
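Rat TrxR1 (90 nM in the dispensed reagent) was pre-reduced with 400 uM NADPH for 5 min at room temperature, then incubated with compound for 15 min. After 400 uM selenite was added, NADPH fluorescence (Ex 340/Em 450 nm) was followed for 8 min.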
GLS inh = blocks human kidney-isoform glutaminase activity; 410,000 compounds, 0.21% hits; O94925; GLS enzymatic activity, qHTS titration; Potency, µM (titrated, usually from 45.5 µM), for the others: top-dose activity change, negative = inhibition, hits mostly inhibitors; also: % is scaled to controls: 0 for no effect and ±100 for the full control effect
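Assay buffer: 45 mM KH2PO4 pH 8.2, 0.02% Tween-20. hKGA acts on L-glutamine (1 mM solution added); product glutamate is reported by an oxidase/peroxidase Amplex Red coupling, with fluorescence taken at baseline and 30 min.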
ERG Ets-DNA blk = inhibitors of human ERG Ets domain-DNA interaction | P11308 | Potency, µM (top dose mostly 76.9 µM), inactives show at the top dose FP activity, negative = inhibition, usual class: inhibitors | AID 624246 | fluorescence polarization, His-ERG Ets domain / labelled DNA | 370,000 compounds, 0.028% hits; active = well fitted inhibition curve with a large enough effect in the polarisation, with a control signal flat; inconclusive = small, poorly fitted or top-dose-only effect, or effect the other way, or a change in a side signal; inactive = no such curve, though single readings can be large or run the other way; the % refers to the polarisation;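 also: polarization taken with two DNA probes labelled with fluorescein and Texas red; % of control where 0% means no effect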
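His-tagged ERG Ets domain (1 uM in the protein solution; 300mM KCl, 50mM Tris-HCl, 1mM EDTA, 1mM DTT, pH 7.5) received compound, then a probe mix of 5 nM fluorescein-DNA and 100nM Texas-615-DNA. Fluorescence polarization was read for both dyes.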
Pin1 inhibitor = human Pin1 inhibition; Q13526; Pin1 FP peptide displacement, HiFluor488, 10 min; Potency, µM (series often up to 115 µM), for inactives: at the highest dose activity, negative = inhibition, usual class: inhibitors; 390,000 compounds, 0.009% hits; AID 504891; active = well fitted inhibition curve with a large enough effect in the polarisation, with a control signal flat, not every such curve was filed as active; inconclusive = small, poorly fitted or top-dose-only effect, or effect the other way, or a change in a side signal; inactive = no such curve, though single readings can be large or run the other way; the % refers to the polarisation; also: % is scaled to controls: 0 for no effect and ±100 for the full control effect
An asterisk follows results filed as active; i = inactive; u = inconclusive; x = no result given; & = joins results of further samples; [ ] = dose if it differs, or a comment. Unless noted, calls follow the shape of the dose curve; as a rule, active = well fitted curve in the direction sought with a large enough effect; inconclusive = small, poorly fitted or top-dose-only effect, or another doubt; inactive = no such curve, though single readings can be large; an effect the other way counts as inactive or inconclusive. Potency is read from the fitted curve at half-maximal effect. This is a subset (hit frequency here may not be typical).

SMILES | PGK inhibitor | JMJD2A Tudor inh | RGS4 inhibitor | ALOX12 inh | HP1b chromo inh | rTrxR1 inhibitor | GLS inh | ERG Ets-DNA blk | Pin1 inhibitor
Cc1occc1C(=O)N/N=C/C(Br)=C/c1ccccc1 | -9.0% | -12.0% | -19.7% | -5.4% | 16.7% | 15.8%[57.1 µM] | 12.6% | 11.7% | 1.5%
Cc1ccc(SCC(=O)NCCSCc2ccccc2)cc1 | -8.2% | 11.7%[57.1 µM] | -50.4% | 4.6% | 44.1%[activator] | 10.6% | 0.2% | -0.9% | 1.4%
N/C(=N\OC(=O)C1CCCCC1)c1cccc([N+](=O)[O-])c1 | -7.6% | -16.9% | 1.4% | x | -7.5% | -30.8%[57.1 µM] | -12.9% | -1.6% | -8.2%
O=C(NC1CCCCC1)c1ccc2c(c1)OCO2 | 2.6% | 0.7% | 10.0% | -0.8% | 15.8% | 8.8% | u | -7.5% | -0.2%
COc1ccccc1NC(=O)CCC(=O)O | -0.9% | 5.2% | -5.0% | -3.7% | 31.1% | 0.7%[57.1 µM] | -6.3% | 0.2% | 0.3%
C(=N\N1CCN(c2ccccc2)CC1)/c1ccccc1 | -4.9% | u | -11.5% | 1.6% | 3.7% | 10.8%[57.1 µM] | 4.5% | 15.3% | -1.4%
Cc1cccc(C)c1NC(=O)C1CCCN1S(=O)(=O)c1ccccc1 (stereo not given) | -2.6%&-2.8% | 1.4%&-0.6% | 5.3%&12.5% | -5.7%&-19.0% | 12.1%&14.1% | 9.5% | -1.7%&-5.2% | -0.4%&1.6% | 4.5%&-5.4%
COc1ccc(CC(=O)NCc2n[nH]c(=S)n2C)cc1 | -4.2% | u | -3.4% | -12.5% | 32.0% | -6.5% | 8.9% | 10.9% | 4.4%
COc1cccc(OC(C)c2ccnc3nc(/N=C/N(C)C)nn23)c1 (stereo not given) | -0.1% | -14.2% | 11.7% | -2.3% | 6.3% | -8.1% | 2.0% | -1.2% | 4.8%
Cc1ccc(Nc2cc(-n3cccn3)ncn2)c(C)c1 | -9.6%[11.5 µM] | -28.0% | -10.0% | 2.3% | 32.5%[activator] | 10.3% | -4.0% | x | 6.6%
CN1C(=O)N(C)C2C1N(C)S(=O)(=O)N2C (stereo not given) | 0.5% | -8.4% | 1.2% | 0.0% | 31.0% | 12.0% | 11.0% | -4.1% | -4.5%
Cn1nc2c3ccccc3n(Cc3ccccc3)c2nc1=S | 4.7% | -7.4% | 14.6% | 0.9% | -8.4% | 5.6% | 3.4% | -2.6% | 5.2%
Cc1ccc(N(c2ncnc(N)c2[N+](=O)[O-])C2CCCCC2)cc1 | -5.3% | -27.2% | 16.9% | -7.4% | 0.2% | 10.0% | -2.1% | -10.0% | -2.3%
O=C(O)CN1C(=O)/C(=C\C(Br)=C\c2ccccc2)SC1=S | -6.5% | u | u | 35.5µM* | u | -70.1% | -22.1% | 54.5%[activator] | 17.9%
CCCC(=O)Nc1ccc(NC(=O)c2cccs2)cn1 | 8.1% | -7.5% | 4.6% | 52.4%[activator] | 29.5% | -10.0% | 15.4% | -9.1% | 8.5%

Brought forward from above: 2 compounds, then new ones.
SMILES | PGK inhibitor | JMJD2A Tudor inh | RGS4 inhibitor | ALOX12 inh | HP1b chromo inh | rTrxR1 inhibitor | GLS inh | ERG Ets-DNA blk | Pin1 inhibitor
O=C(O)CN1C(=O)/C(=C\C(Br)=C\c2ccccc2)SC1=S | -6.5% | u | u | 35.5µM* | u | -70.1% | -22.1% | 54.5%[activator] | 17.9%
CCCC(=O)Nc1ccc(NC(=O)c2cccs2)cn1 | 8.1% | -7.5% | 4.6% | 52.4%[activator] | 29.5% | -10.0% | 15.4% | -9.1% | 8.5%
Cc1cccc(CC(=O)Nc2ccc3nc(N4CCC(C)CC4)cc(C)c3c2)c1 | i | 16.0% | -8.8% | u | 85.4%[activator] | 6.4% | -14.5% | -0.4% | 43.0%[activator]
O=C(CNCc1ccccn1)Nc1cc(S(=O)(=O)N2CCCCC2)ccc1Cl | -2.6% | 79.4µM* | -27.9% | 1.7% | 51.0%[activator] | 24.0% | -2.6% | 3.8% | 5.1%
C=CCNC(=O)/C(C#N)=C/c1ccc(C)o1 | -5.3% | -15.0% | -2.6% | -8.6% | 29.3% | -8.5% | -3.9% | -3.9% | 0.0%
Fc1ccc(C2c3[nH]c4ccccc4c3CCN2CCCn2cccn2)cc1 (stereo not given) | 2.5% | u | 18.2% | 72.4%[activator] | -18.4% | -3.6% | -1.2% | 6.5% | -1.1%
O=C(NCC1CCCO1)Nc1ccccc1 (stereo not given) | -5.1% | -1.9% | -11.0% | 5.4% | 15.0% | -0.1% | 3.6% | 7.5% | 3.9%
COc1cccc(-c2nc(NCc3ccccc3)c3ccccc3n2)c1O | -3.5% | -24.3% | -53.3% | 0.0% | 18.6% | 12.6% | 9.5% | 14.5% | u
Cc1ccc(/C=C2/SC(=S)N(CCCC(=O)Nc3cc([N+](=O)[O-])ccc3O)C2=O)cc1 | -5.9% | -27.6% | -29.3% | 147.4%[activator] | -7.4% | -18.4% | 5.9% | -12.3% | 5.9%
O=C(CSc1nnc(COc2ccc(Cl)cc2)o1)Nc1ccc(N2CCOCC2)cc1 | 11.4% | -6.2% | -25.9% | -2.7% | 15.4% | 22.6% | 13.5% | -9.2% | -3.6%
COc1cc(C(=O)Nc2ccncc2)cc(OC)c1OC | -2.6% | -3.9% | 1.5% | -8.5% | 30.0% | 16.9% | 0.1% | x | 1.8%
Cc1cc(=O)n2[nH]c(-c3cccc(Cl)c3)cc2n1 | x | -8.1% | -6.4% | 34.7%[activator] | 36.2%[activator] | 18.9% | -1.7% | 0.9% | -4.4%
N#Cc1cc(-c2ccc(Cl)cc2)cn(Cc2c(Cl)cccc2Cl)c1=O | i | 14.7% | 5.2% | 17.6% | 50.0% | 105.0%[activator] | 0.1% | -0.2% | 8.5%
CC(C)(C)c1ccc(C(=O)N2CCN(S(=O)(=O)c3ccc(Br)s3)CC2)cc1 | -6.3% | -20.6% | -9.1% | 85.2%[activator] | 29.2% | 15.3% | -1.1% | -5.7% | u
O=S1(=O)CC(NCc2ccccc2)C(Nc2ccccc2)C1 (stereo not given) | x | -11.0% | 17.1% | 4.2%[57.4 µM] | 21.0% | -4.0%[2.29 µM] | 45.7%[activator] | x | -2.5%
Cn1c(=O)n(C/C=C/c2ccccc2)c(=O)c2c1nc1n2CCN1c1ccc(Cl)cc1 | 6.6% | -2.6% | -12.5% | -16.1% | 39.9%[activator] | 11.3% | 2.0% | 7.1% | -3.0%
Cc1cccc(OCC(=O)Nc2cccc(-c3nc4ccccc4s3)c2)c1 | i | -2.0% | 12.9% | -4.4% | 55.8%[activator] | 1.7% | -1.7% | 1.2% | u
Cc1cccc(NC(=O)CSc2nc(NS(=O)(=O)c3ccccc3)cc(=O)[nH]2)c1 | -13.7% | -7.1% | -5.7% | -17.8% | 62.9%[activator] | 23.9% | -8.2% | 4.1% | 17.2%
Cn1c(N)nc2ccccc2c1=O | i | -4.1% | -4.8% | 62.1%[activator] | 25.9% | 26.5%[57.1 µM] | -16.7% | 1.0% | -2.9%
Cc1cc(C(=O)NC2CC(C)(C)Cc3c2cnn3-c2ccccc2)n(C)n1 (stereo not given) | -8.8% | -12.4% | -10.9% | 0.0% | 21.4% | -7.9% | 3.0% | 2.2% | -7.3%
CC(=O)Nc1ccc(S(=O)(=O)N2CCC3(CC2)CC(=O)c2ccccc2O3)cc1 | 5.6% | -17.9% | 16.8% | -6.1% | 24.7% | 11.1% | 7.0% | -0.8% | -5.4%
CC(C)C[C@@H](CN)NC(=O)c1nc[nH]c1C(=O)N[C@@H](Cc1ccccc1)C(=O)CNC[C@H](C)NC(=O)c1nc[nH]c1C(=O)N[C@@H](C)C(=O)O | -1.8% | 79.4µM* | -21.8% | 14.7% | 56.3%[activator] | 6.7% | -23.3% | -1.1% | 2.2%
CC(C)OP(=O)(c1ccc(N(C)C)cc1)C(O)c1c(Cl)cccc1Cl (stereo not given) | i | -8.4%[57.1 µM] | -28.6%[56.9 µM] | 0.0% | 42.2%[activator] | -1.0% | 11.1% | -1.0% | -4.8%
O=C(NCc1ccccc1)NC1(C(=O)N2CCN3CCCC3C2)CCCCC1 (stereo not given) | 0.3% | -3.6% | 9.5% | 1.3% | 34.0% | -9.6% | 22.3% | 10.7% | -1.9%
NC(=O)c1ccc(C(=O)N/N=C(/Cc2ccccc2)c2ccccc2)cc1 | -3.2% | 2.1% | -14.7% | x | 58.8%[activator] | 8.8% | -4.7% | 9.2% | 8.2%
COc1ccc(/C(C)=N/OC/C(O)=C(\C#N)c2nc3ccccc3[nH]2)cc1OC | i | -3.0%[11.4 µM] | -47.1% | 14.6% | 19.1% | 19.4%[57.1 µM] | -2.0% | -7.5% | 16.5%
C=CCNC(=S)N1CCN(S(=O)(=O)c2ccc(C)cc2)CC1 | 1.4% | -4.6% | 10.0% | 5.3% | 34.0% | -4.7% | 13.7% | 1.4% | -2.8%
CCCCN(C)C(=O)Cn1c(SCC(=O)Nc2ccc(C)c(C)c2)nc2ccccc21 | 0.5% | -24.5% | 0.4% | -2.2% | 24.9% | -3.7%[57.1 µM] | 1.9% | -0.2% | -2.7%
CCOC(=O)CC1Sc2ccccc2NC1=S (stereo not given) | i | -8.2% | -11.8% | 14.9% | 14.7% | 23.5%[57.1 µM] | 18.3% | 1.7% | -1.7%
COC(=O)c1ccccc1NC(=O)NCc1ccncc1 | x | u | u | -4.5% | 18.5% | 21.3% | 7.3% | 5.1% | -2.2%

Screening results as filed in PubChem BioAssay.
